T cell modulator: T cell immune modulators affecting CD8 T cell-vesicle binding; 330,000 tested, 0.068% active; 2C CD8+ T cell-vesicle binding, flow cytometry; stronger effect = lower value; calls only at 7 µM;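 active = response, share of CD8 T cells binding vesicles, and their 90th percentile fluorescence all below set limits, cut at about 80% in these data, passing the limit was not always enough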
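Material: 2C TCR transgenic mouse naive CD8+ T cells, MACS-purified. Also added: QL9-charged Drosophila Ld/ICAM-1/B7-1 vesicles. Timing: binding 1.5 h at 37 °C. Measured by: high-throughput flow cytometry with anti-B7-1 and anti-CD8 staining. Read-out: percent CD8+ FL2 mean versus row control. Controls: Unloaded micro-vesicles (low), QL9 vesicles with 0.7% DMSO (high).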
WT yeast gro inh: growth inhibition of WT yeast, mitochondrial fusion screen; mitochondrial fusion phenotypic screen, WT strain; inhibition, % at 10 µM; 190,000 tested, 2.1% active; AID 1362; in the data active = inhibition above about 58%; tested in S. cerevisiae
West Nile virus CPE: inhibition of WNV-induced cytopathic effect – cell-based, CPE readout (AID 1621). West Nile virus-infected cells, CPE inhibition; higher % means a stronger effect. CPE inhibition, % at 10 µM; hits with a dose series show IC50 in µM. 290,000 tested, 0.02% active; in the data active = a potency from the dose series; inconclusive = CPE inhibition mostly from about 3.7% at the one dose, without a potency; inactive = the rest, 99 in 100 with CPE inhibition below about 2.2%; note: strong numbers were not always called active
PhoP inhibition: inhibitors of PhoP regulon expression, primary screen, Salmonella Typhimurium, GFP reporter (AID 1863) | S. Typhimurium PhoP-regulated promoter GFP reporter, 4 h; higher % means a stronger effect | inhibition, % at 50 µM; hits with a dose series show IC50 in µM | 300,000 tested, 0.16% active;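 active = inhibition over 29.93%, a cutoff 3 SD above the screen mean, later confirmed by dose response; inconclusive = inhibition over 29.93% but no dose response follow-up; inactive = inhibition at most 29.93% or unconfirmed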;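 note: 0% = low Mg2+ inducing control and 100% = high Mg2+ repressing control; strong numbers were not always called active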
Rac1 GTP hydrolysis: MgcRacGAP GTPase-activating activity inhibitors, confirmation, biochemical, ADP Hunter fluorescence | 340,000 tested, 0.6% active | MgcRacGAP-stimulated Rac1 GTP hydrolysis, ADP Hunter fluorescence; higher % means a stronger effect; GST-tagged Rac1 F28L mutant substrate | inhibition, % at 30 µM; hits with a dose series show IC50 in µM | AID 624330;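 active = first-screen hits whose inhibition reached a set limit at any dose in the follow-up dose series; inconclusive = inhibition above the set first-screen limit but never retested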;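 note: fluorescence reports GDP produced by GAP-driven GTP hydrolysis; strong numbers were not always called active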
RSV CPE inhibition: inhibition of RSV-induced cytopathic effect – HEp-2 cells, primary 10 µM value included (AID 2391). 310,000 tested, 0.13% active. HEp-2 cells, RSV-induced CPE inhibition; higher % means a stronger effect. CPE inhibition, % at 10 µM, or IC50 in µM where a hit was titrated; in the data active = a potency from the dose series; inconclusive = CPE inhibition mostly from about 23% at the one dose, without a potency; inactive = the rest, 99 in 100 with CPE inhibition below about 21%; note: strong numbers were not always called active
SV40 large T antigen: SV40 large T antigen inhibitors, biochemical (AID 1903). SV40 large T antigen ATPase/helicase inhibition assay; higher % means a stronger effect. one-dose inhibition, % at 20 µM; IC50 in µM for titrated hits. 310,000 tested, 0.39% active; in the data active = a potency from the dose series; inconclusive = inhibition mostly from about 32% at the one dose, without a potency; inactive = the rest, 99 in 100 with inhibition below about 32%; note: strong numbers were not always called active
Myeloid diff MLP: compounds promoting myeloid differentiation. ER-HoxA9 myeloid progenitors, lysozyme-GFP differentiation, flow cytometry. calls only at 10 µM. 360,000 tested, 1% active. AID 624256;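 active = normalized GFP-positive differentiation at or above the plate's own cutoff, the solvent-only control mean plus 3 SD; inconclusive = no clear call, values can overlap the other calls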;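 note: cells exposed to compound for four days before flow analysis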
b-catenin transl: beta-catenin nuclear translocation modulation; 190,000 tested, 0.3% active; nuclear translocation activity, % at 5 µM; HeLa beta-catenin nuclear translocation, immunofluorescence imaging; AID 1665;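 active = nuclear translocation activity above 50% at 5 µM, with a well cell count of 50 or more; inconclusive = wells under 50 cells across six images, flagged as toxic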;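 note: per-cell ratio of nuclear to cytoplasmic median beta-catenin stain intensity; plate controls were DMSO negative control for no effect and GSK-3 inhibitor IX positive control for full effect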
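Test system: human HeLa cells, endogenous beta-catenin. Times: 24 h compound exposure, 37°C. Measured by: beta-catenin immunofluorescence imaging with DAPI.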
WT yeast gro inh mutant strain: second read-out of WT yeast gro inh, no call of its own (marks repeat the call); inhibition, %; mitochondrial fusion phenotypic screen, mutant strain inhibition
b-catenin transl cell count 5 µM: also measured in b-catenin transl; calls as there; cell count; measured here: cell count, cytotoxicity flag
T cell modulator vesicle-bound %: recorded beside T cell modulator, whose call it bears; double positive events, %; measured here: CD8+ vesicle-bound cell fraction;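 binding gate set so that unloaded-vesicle control wells show 10% double positive cells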
Myeloid diff MLP GFP+ MAC1+ %: recorded beside Myeloid diff MLP, whose call it bears; GFP+ MAC1+ double positive, %; measured here: differentiation confirmed by MAC1 staining
Starred values were filed as active, the others as inactive; i = inactive; ? = inconclusive; . = no result given.

SMILES	T cell modulator	T cell modulator vesicle-bound %	WT yeast gro inh	WT yeast gro inh mutant strain	West Nile virus CPE	PhoP inhibition	Rac1 GTP hydrolysis	RSV CPE inhibition	SV40 large T antigen	Myeloid diff MLP	Myeloid diff MLP GFP+ MAC1+ %	b-catenin transl	b-catenin transl cell count 5 µM
CCOc1cc(N2CCOCC2)c(OCC)cc1NC(=O)c1ccc2ncsc2c1	i	20.3	.	.	.	.	9.5%	-0.2%	.	i	0.9	.	.
CCc1ccc(/C=N/NC(=O)C(=O)NCCCN2CCOCC2)cc1	i	49.3	-5.0	-13.9	0.1%	-0.1%	4.6%	-0.4%	7.1%	i	0.2	-2.2	518
CC(=O)Nc1c(O)nc(SCC(=O)Nc2c(C)cccc2C)[nH]c1=O	.	.	4.9	4.7	-0.5%	1.9%	-5.1%	-0.4%	14.8%	i	6.4	.	.
COc1cc(CN2CCCC(N3CCN(c4ccccc4C)CC3)C2)ccc1O (centres undefined)	i	43.5	.	.	-0.4%	15.8%	-5.8%	-0.7%	6.5%	i	0.3	.	.
CCC(C)Nc1nc(OC)nc(N(C)C#N)n1 (centres undefined)	i	41.4	3.1	1.8	0.1%	1.3%	0.8%	0.1%	2.9%	i	0.0	-6.4	1018
COc1ccc(NC(=O)c2cc(S(=O)(=O)N(C)C)ccc2N2CCCC2)cc1Cl	i	44.6	-9.2	0.0	-0.9%	-15.6%	12.9%	1.0%	5.5%	i	0.4	2.1	917
CCOC(=O)c1cc(-c2cc3ccccc3o2)nc2c1c(=O)[nH]c(=O)n2CCOC	i	16.8	20.7	25.9	1.2%	-11.0%	6.6%	2.6%	12.6%	i	1.0	-2.1	1131
COc1cc(/C=C/C(=O)O)cc(S(=O)(=O)NC2CCCC2)c1OC	i	39.2	.	.	0.2%	.	12.6%	0.6%	11.3%	i	0.6	3.0	1280
COc1ccc(C(=O)Nc2ccc(C(=O)Nc3nccs3)cc2)cc1[N+](=O)[O-]	i	25.6	-8.7	-4.1	-0.1%	-4.3%	10.0%	1.6%	7.6%	i	0.2	-1.0	1187
O=C(O)c1ccc(COc2ccc3ccccc3c2)o1	i	46.8	.	.	0.1%	0.5%	9.1%	2.7%	24.3%	i	0.1	-1.3	1326
O=C(O)c1cccc(-n2c(/C=C/c3ccc([N+](=O)[O-])cc3)nc3ccccc3c2=O)c1	i	30.0	.	.	0.0%	4.9%	12.3%	4.3%	2.5%	i	0.1	.	.
Cc1ccc(N(CC(=O)NC2CCCC2)C(=O)Cn2nnc(-c3ccccc3F)n2)cc1	i	58.8	.	.	-1.6%	3.3%	2.2%	-0.1%	2.8%	i	0.2	.	.
COc1cccc2c1C(=O)c1c(O)c3c(c(O)c1C2=O)C[C@@](O)(C(C)=O)C[C@@H]3O[C@H]1C[C@H](N)[C@H](O)[C@H](C)O1	.	.	66.8*	50.4*	.	-130.6%	?	.	27.8%	.	.	?	.
Cc1ccc(NC(=O)C2CCN(S(=O)(=O)c3ccc4c(c3)CC(C)N4C(=O)C3CCC3)CC2)nc1 (centres undefined)	i	64.6	.	.	-1.7%	9.2%	5.5%	-0.3%	9.9%	i	1.2	.	.
COc1ccc(C2CC(=O)Oc3c(C(CCN4CCN(c5ccccc5)CC4)c4ccc(N(C)C)cc4)c(OC)cc(OC)c32)cc1 (centres undefined)	i	55.0	.	.	-0.5%	-1.1%	-0.5%	0.3%	7.5%	i	2.1	-1.6	1243
O=C(CN(C1CCCCC1)S(=O)(=O)c1ccc(F)cc1)NC1CC1	i	49.8	0.9	3.0	-0.4%	2.6%	0.5%	-0.7%	0.6%	i	6.1	-2.5	925
CCOC(=O)[C@H]1[C@H]2COc3ccc(Cl)cc3[C@@H]2N2C(=O)c3ccc(Cl)cc3NC(=O)[C@@]12C	i	38.2	.	.	.	.	7.1%	10.0%	2.0%	i	1.1	.	.
Oc1ccc(-c2c(C3=CCCCC3)sc3ccccc23)cc1	i	30.5	.	.	-0.3%	1.1%	9.1%	13.0%	8.3%	i	1.3	.	.
O=C(C1Cc2ccccc2CN1S(=O)(=O)c1cccs1)N1CCCCC1 (centres undefined)	i	23.4	9.5	6.9	-0.5%	0.6%	8.6%	1.8%	5.1%	i	0.6	.	.
CC1CC(C)CN(C(=O)COC(=O)CNS(=O)(=O)/C=C/c2ccccc2)C1 (centres undefined)	i	11.9	1.3	2.6	0.0%	3.8%	-6.6%	2.1%	-6.9%	i	1.2	0.0	1118
COc1ccccc1NC(=O)Cn1nnc2sc3c(c2c1=O)CC(C)(C)OC3	i	40.0	.	.	-0.4%	-15.7%	.	0.9%	3.6%	i	0.7	0.4	1245
CCOC(=O)N/N=C/c1ccc(N(CC)CC)cc1O	i	26.0	6.3	-9.8	-1.2%	-7.2%	78.5µM*	1.4%	21.9%	i	4.4	32.2	489
OCCOCCn1c(-c2ccccc2)nc(=S)c2c1CCCC2	i	24.8	11.3	1.4	0.2%	0.6%	7.8%	1.0%	1.2%	i	2.8	.	.
Cc1cccc2c(=O)c(C(=O)NCc3ccc(F)cc3)c[nH]c12	i	34.7	.	.	-0.6%	-1.3%	7.6%	0.0%	10.8%	i	0.3	.	.
Cc1cc(/C=N/n2cnnc2)c(C)n1-c1cccc(Cl)c1	i	56.5	13.9	3.6	.	16.8%	-0.5%	1.4%	9.1%	i	0.5	13.2	918

Additional entries follow:
SMILES	T cell modulator	T cell modulator vesicle-bound %	WT yeast gro inh	WT yeast gro inh mutant strain	West Nile virus CPE	PhoP inhibition	Rac1 GTP hydrolysis	RSV CPE inhibition	SV40 large T antigen	Myeloid diff MLP	Myeloid diff MLP GFP+ MAC1+ %	b-catenin transl	b-catenin transl cell count 5 µM
COc1ccccc1Oc1c(C)oc2c(CN3CCN(C)CC3)c(O)ccc2c1=O	i	41.0	1.1	13.6	.	-1.8%	.	-0.4%	15.9%	.	.	-2.2	1027
CC(C)CCNC(=O)C1CCN(C(=O)N(C)C)CC1	i	18.4	0.3	9.1	0.1%	1.4%	4.1%	0.2%	-3.3%	i	0.8	-1.5	1071
Cc1ccc(F)cc1NCC(=O)Nc1ccc(Cl)cc1F	i	59.1	2.4	-14.5	-0.4%	-5.7%	2.3%	9.6%	0.0%	i	1.0	-1.5	1066
CC(=O)Nc1ccc(S(=O)(=O)N(Cc2cc3ccc(C)cc3[nH]c2=O)CC2CCCO2)cc1 (centres undefined)	i	59.3	.	.	0.3%	-2.7%	11.5%	0.2%	4.7%	i	6.1	.	.
CC(=O)Nc1ccc(NC(=O)CSc2nnc(C3CC3)n2C)cc1	i	21.7	24.9	-2.9	0.4%	12.1%	6.3%	0.7%	6.0%	i	1.2	0.0	1132
CC(=O)N1CCN(c2cc(N3CCCC3)c(F)cc2[N+](=O)[O-])CC1	i	33.9	12.4	4.9	-1.3%	3.6%	-2.4%	0.1%	13.0%	i	0.3	-2.3	1097
CCc1nc2scc(-c3cccs3)c2c(=O)o1	i	34.9	-5.7	10.3	0.7%	2.5%	4.9%	1.9%	8.8%	i	0.3	-2.8	446
O=C(O)C(F)=C1c2ccccc2-c2ccccc21	i	34.4	.	.	.	.	.	8.1%	-1.5%	i	0.5	.	.
C=CCNc1ncnc2ccccc12	i	24.3	.	.	-1.1%	.	4.4%	?	.	i	1.3	-0.9	1330
C=C(C)CSc1nc(N)c(C#N)c(-c2ccc(C)cc2)c1C#N	i	24.7	4.5	39.5	-0.9%	5.9%	12.0%	2.4%	-3.9%	i	3.0	1.3	1195
CC(C(=O)c1ccccc1)n1cnc2ccccc2c1=O (centres undefined)	i	21.3	2.7	11.9	0.0%	9.3%	12.4%	2.4%	-4.6%	i	1.1	-0.4	1029
C=CCn1c(-c2ccc(OC)c(OC)c2)cs/c1=N\c1ccccn1	i	53.0	21.4	4.0	-0.1%	3.2%	6.5%	6.7%	5.5%	i	0.5	.	.
COc1ccccc1/C=C(/NC(=O)c1ccc(Cl)cc1Cl)C(=O)O	i	21.8	4.0	10.6	0.3%	-6.0%	-7.9%	2.2%	6.2%	i	0.4	0.4	1553
NC(=O)C1=NOC(CNc2ncc(C(F)(F)F)cc2Cl)C1 (centres undefined)	i	39.9	-10.2	-21.7	0.0%	3.5%	3.4%	1.5%	0.8%	i	1.3	.	.
C(=N\Nc1nncc2ccccc12)/c1ccccn1	i	28.2	.	.	3.2%	6.3%	-4.3%	1.9%	13.3%	i	6.0	.	.
CC1(C)CC2CC(C)(CN2c2ncnc3ccc(Br)cc23)C1 (centres undefined)	i	45.4	64.4*	47.6*	0.0%	10.2%	0.7%	0.4%	2.2%	i	0.9	1.0	444
COC(=O)c1cnn(-c2ccccc2)c1C(OC)OC	i	37.2	.	.	-0.3%	10.4%	4.4%	0.4%	-10.4%	i	0.5	-1.8	1310
CC1=C(C)CS(=O)N(S(=O)(=O)c2ccccc2)C1 (centres undefined)	i	15.3	-0.3	7.7	0.4%	-2.6%	30.6%	0.9%	19µM*	i	1.1	-1.3	1261
COC(=O)c1c(NC(C)=O)sc2c1CCCC2	i	26.0	0.0	-1.7	0.9%	5.5%	6.9%	3.3%	7.6%	i	0.6	-4.7	846
O=C(CSc1nc2[nH]ncc2c(=O)[nH]1)N1CCCC1	i	45.8	-1.0	5.0	0.2%	-7.5%	2.4%	1.5%	20.3%	i	0.2	-1.2	1109
CNc1c([N+](=O)[O-])cnn1-c1ccc(Cl)cc1Cl	i	55.0	8.8	6.3	0.0%	-3.6%	5.0%	?	8.7%	i	0.7	6.4	1077
